Screening results (PubChem BioAssay)
TAAR1 antagonist – antagonists of human TAAR1. CHO RD-HGA16 TAAR1, Fluo-8 calcium fluorescence, antagonist. inhibition, % at 3 µM. actives 1.5% (n = 360,000). Q96RJ0;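 active = inhibition above a per-plate cutoff, the mean inhibition of test compounds on that plate plus 3 SD, cut at about 49% in these data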;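 also: 0% = DMSO plus EC80 beta-PEA response and 100% = DMSO alone without agonist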
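Material: RD-HGA16 CHO cells with stable hTAAR1 and Gα16; Dosing: single nominal final test compound concentration of 3 µM; Schedule: seeding 17-24 h prior, 75-min 37 °C, 30-min RT dye loading; Detection: kinetic Fluo-8 calcium fluorescence measurement; Measure: % inhibition from peak post-agonist over basal fluorescence ratio; Benchmarks: vehicle and agonist controls.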
CHO-K1 Ca antag – counter-screen for M1 antagonists: effect in parental CHO-K1 cells | ATP-induced calcium, Fluo-8 fluorescence | inhibition, % at 3 µM | actives 0.6% (n = 360,000) | AID 602250;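 active = inhibition above a per-plate cutoff, the plate's mean sample inhibition plus 3 SD, cut at about 24% in these data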;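 also: 0% = DMSO plus EC80 ATP and 100% = DMSO alone without ATP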
V1aR counter – V1a receptor agonism, counter-screen for OXTR agonists; P37288; CHO-V1R cells, Fluo-8 calcium fluorescence, agonist mode; 0% DMSO, 100% 3 nM vasopressin; activation, % at 3 µM; actives 0.25% (n = 320,000); AID 2797;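 active = activation above the mean activation of all tested compounds plus 3 SD, per screening run, cut at about 20% in these data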;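 also: signal is peak over basal fluorescence ratio across a 100 second FLIPR read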
TAAR1 ag – agonists of human TAAR1; Q96RJ0; CHO RD-HGA16 TAAR1, Fluo-8 calcium fluorescence; vehicle wells 0%, saturating PEA agonist 100%; activation, % at 3 µM; actives 0.99% (n = 360,000);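 active = activation above the mean activation of all test compounds in the run plus 3 SD, cut at about 38% in these data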
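System: CHO RD-HGA16 cells carrying human TAAR1 plus Gα16; Incubation: 17-24 h seeding, 75 min 37 °C dye, 30 min RT; Measured by: Fluo-8 fluorescence, 5 s baseline then 140 s kinetic read; Control set: DMSO and PEA EC100; Replication: single well for each compound.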
CHRM1 agonist – human M1 muscarinic receptor agonism; activation, % at 3 µM; P11229; actives 0.33% (n = 360,000); CHO-K1 hM1, Fluo-8 calcium fluorescence, agonist mode; 0% DMSO, 100% acetylcholine EC100;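 active = activation above the run's mean compound activation plus 3 SD, cut at about 16% in these data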;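 also: peak over basal fluorescence ratio within a 140 s kinetic read after compound addition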
Target sequence (P11229 whole entry, looked up): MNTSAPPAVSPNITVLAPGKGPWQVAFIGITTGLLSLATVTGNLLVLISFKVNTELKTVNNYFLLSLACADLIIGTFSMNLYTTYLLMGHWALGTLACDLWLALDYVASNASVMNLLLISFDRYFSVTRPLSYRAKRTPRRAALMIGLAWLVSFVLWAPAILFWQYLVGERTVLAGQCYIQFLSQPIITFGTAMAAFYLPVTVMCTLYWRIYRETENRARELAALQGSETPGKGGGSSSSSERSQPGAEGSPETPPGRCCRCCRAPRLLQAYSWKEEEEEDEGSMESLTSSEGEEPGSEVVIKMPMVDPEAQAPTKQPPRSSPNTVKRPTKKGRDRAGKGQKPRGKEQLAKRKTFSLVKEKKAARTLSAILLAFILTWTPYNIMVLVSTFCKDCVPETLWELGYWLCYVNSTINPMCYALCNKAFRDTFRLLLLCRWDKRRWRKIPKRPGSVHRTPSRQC
CHO parental Ca – counter-screen for OX1R antagonists: effect in parental CHO cells | parental CHO-K1, ATP-induced calcium, Fluo-8 fluorescence | AID 463079 | inhibition, % at 5.6 µM | actives 0.63% (n = 330,000);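 active = inhibition above that plate's mean sample inhibition plus 3 SD, cut at about 26% in these data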;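 also: 0% = ATP-challenged DMSO wells and 100% = DMSO wells without ATP; some compounds past the cut are filed as inactive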
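Material: Parental CHO cells | Reagent: ATP | Compound dosing: Single nominal dose of 5.6 µM per compound | Detection: Intracellular calcium via Fluo-8 no-wash fluorescent dye | Read-out: % inhibition of ATP-induced calcium mobilization | Benchmarks: Low control ATP plus DMSO, high control DMSO only | Replicates: Singlicate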
OXTR potentiate – potentiators of human oxytocin receptor; P30559; CHO-OTR cells, Fluo-8 calcium fluorescence, potentiator mode; 0% = oxytocin EC15, 100% = EC100; activation, % at 3 µM; actives 0.061% (n = 320,000);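 active = activation above that plate's cutoff, the mean activation of tested compounds plus 3 SD, cut at about 6.6% in these data, passing the limit was not always enough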;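 also: 100% uses oxytocin at 75 nM as the full agonist control; some results filed as inactive read as strong as hits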
Target sequence (P30559 whole entry, looked up): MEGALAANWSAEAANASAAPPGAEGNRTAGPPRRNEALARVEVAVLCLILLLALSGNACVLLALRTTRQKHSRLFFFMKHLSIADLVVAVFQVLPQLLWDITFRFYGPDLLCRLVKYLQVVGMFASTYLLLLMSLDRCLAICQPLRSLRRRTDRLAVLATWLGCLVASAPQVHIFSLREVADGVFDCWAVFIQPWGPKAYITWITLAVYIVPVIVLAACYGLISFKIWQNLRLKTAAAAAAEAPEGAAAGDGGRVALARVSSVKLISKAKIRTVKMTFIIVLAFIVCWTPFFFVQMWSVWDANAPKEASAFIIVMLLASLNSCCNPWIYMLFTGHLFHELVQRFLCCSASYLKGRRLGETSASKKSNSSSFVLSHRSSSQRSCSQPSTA
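Replication – single well per compound, singlicate · Assay system – CHO cell line stably expressing human OTR · Timing – 6 min pre-incubation, 100 s read · Measure – normalized max/min fluorescence ratio, % activation · Doses – 3.0 µM, one dose · Detection – Fluo-8 calcium dye fluorescence · Probe or stimulus – oxytocin near EC15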
M1 PAM parental – counter-screen for M1 PAMs: effect in parental CHO-K1 cells | actives 0.02% (n = 360,000) | ATP EC20, Fluo-8 calcium fluorescence; 0% at ATP EC20, 100% at ATP max | activation, % at 3 µM;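 active = activation above the run cutoff, the mean activation of all test compounds plus 3 SD, cut at about 40% in these data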;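 also: peak over basal fluorescence ratio in a 140 s read after ATP addition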
M1 ag parental – counter-screen for M1 agonists: effect in parental CHO-K1 cells | Fluo-8 calcium fluorescence; scaled to maximal ATP response, vehicle zero | activation, % at 3 µM | AID 602248 | actives 0.48% (n = 360,000); in the data active = activation above about 15%;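 also: untransfected CHO-K1 host cells lacking M1 receptor as counterscreen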
Active calls of the source: *; nt = not tested or not shown.

#	Compound	TAAR1 antagonist	CHO-K1 Ca antag	V1aR counter	TAAR1 ag	CHRM1 agonist	CHO parental Ca	OXTR potentiate	M1 PAM parental	M1 ag parental
1	COc1ccc(Cl)cc1NC(=O)CN(C)C(=O)Cc1ccc2c(c1)CCC2	1	12	0.4	-3	-3	-9	-12	1	0.8
2	CN1CCN(S(=O)(=O)c2cccc(C(=O)N3CCN(c4ccccc4F)CC3)c2)CC1	17	10	0.7	4	-2	-13	-2	7	4.5
3	CC(C)(C)c1ccc(/C=N/NC(=O)Cc2c[nH]c3ccccc23)cc1	6	1	1.4	8	0	-8	-9	7	0.1
4	O=C(CC1C(=O)NCCN1Cc1ccccc1C(F)(F)F)NC1CCC1 (stereo unspecified)	-11	2	0.9	2	-2	-4	2	-7	-0.3
5	CCN1CCN(c2nc3c(c(=O)[nH]c(=O)n3C)n2Cc2cccc(C)c2)CC1	-3	-10	nt	-1	-7	nt	nt	12	0.6
6	O=C(COC(=O)c1cc(=O)c2ccccc2o1)Nc1ccccc1F	6	-14	2.6	0	0	-4	-9	10	1.4
7	CN(C(=O)COc1ccc2ccc(=O)oc2c1)C1CCS(=O)(=O)C1 (stereo unspecified)	-24	-1	1.1	1	1	4	-2	-9	-0.2
8	COc1ccc(CC(=O)N(C)Cc2ccc(Cl)cc2)cc1S(=O)(=O)N1CCOCC1	14	7	4.3	21	-3	-6	-2	-19	2.1
9	O=C1CC(c2ccccc2)CN1C(=O)c1cncc(Br)c1 (stereo unspecified)	-9	-16	0.1	5	-4	-10	-1	13	1.4
10	COc1ccc(CNc2ncnc3sccc23)cc1OC	29	9	7.1	-1	3	7	-9	-4	16*
11	CCC1SC2=NC(C)=C(C(=O)OCCOC)C(/C=C/c3ccccc3OC)N2C1=O (stereo unspecified)	-2	-8	1.2	6	-1	-16	-14	-3	0.5
12	CCOC(=O)c1sc(C)c(C(N)=O)c1NC1=NCCCCC1	-5	-6	-0.1	10	-7	0	-7	0	0.1
13	Cc1cccc([C@@H]2[C@@H]3C(=O)N(Cc4ccccc4)C(=O)[C@@H]3[C@]3(C)C(=O)N(c4ccc(C(F)(F)F)cc4)C(=O)N23)c1	nt	-5	1.3	nt	0	-22	-12	9	1.1
14	Cc1ccc2[nH]c3c(c2c1)CCCC3=O	-4	-5	-1.4	2	-7	-6	0	14	0.1
15	O=C(COC(=O)c1ccc(F)c(S(=O)(=O)N2CCOCC2)c1)NCc1ccc2c(c1)OCO2	-10	-20	1.0	3	-2	-15	-7	2	4.0

Exported with each value named: part of the list above
7	CN(C(=O)COc1ccc2ccc(=O)oc2c1)C1CCS(=O)(=O)C1 (stereo unspecified)
  TAAR1 antagonist: -24
  CHO-K1 Ca antag: -1
  V1aR counter: 1.1
  TAAR1 ag: 1
  CHRM1 agonist: 1
  CHO parental Ca: 4
  OXTR potentiate: -2
  M1 PAM parental: -9
  M1 ag parental: -0.2
8	COc1ccc(CC(=O)N(C)Cc2ccc(Cl)cc2)cc1S(=O)(=O)N1CCOCC1
  TAAR1 antagonist: 14
  CHO-K1 Ca antag: 7
  V1aR counter: 4.3
  TAAR1 ag: 21
  CHRM1 agonist: -3
  CHO parental Ca: -6
  OXTR potentiate: -2
  M1 PAM parental: -19
  M1 ag parental: 2.1

Going on with the list:
#	Compound	TAAR1 antagonist	CHO-K1 Ca antag	V1aR counter	TAAR1 ag	CHRM1 agonist	CHO parental Ca	OXTR potentiate	M1 PAM parental	M1 ag parental
16	COc1cc(COC(=O)c2cnc(C)cn2)c(OC)cc1Br	4	2	0.2	-4	3	-11	-12	-2	-0.9
17	Cc1ccccc1NC(=S)N(CCN(C)C)C(C)c1ccccn1 (stereo unspecified)	-3	-14	0.8	10	-6	-6	-5	4	0.1
18	CCCC(C)c1nc(C(N)=O)c2[nH]c(=O)n(-c3ccc(OC)cc3OC)c2n1 (stereo unspecified)	nt	-6	1.2	nt	1	-4	0	11	6.9
19	Nc1ncnc2c1ncn2CCN1CCCCC1	5	-13	0.9	9	-6	-10	4	16	0.7
20	Cc1ccc(Oc2ccc(NC(=O)c3ccco3)cc2)cc1	15	27*	0.0	7	0	-1	-2	-6	-0.3
21	CCOc1ccc(NS(=O)(=O)c2ccc(C(=O)NCC(c3ccc(OC)cc3)N3CCOCC3)cc2)cc1 (stereo unspecified)	2	-3	4.6	25	6	3	-15	11	12
22	CCOc1cccc(/C(O)=C2/C(=O)C(=O)N(CCOC)C2c2ccc(C)o2)c1 (stereo unspecified)	-13	-3	4.6	7	-3	-1	-4	11	0.8
23	Cc1ccc(OCC(=O)N2CCN(S(=O)(=O)c3ccccc3)CC2)c([N+](=O)[O-])n1	14	-5	0.2	5	-9	1	-3	9	1.9
24	O=C(Nc1ccc(S(=O)(=O)NC2CCCC2)cc1)c1cnccn1	18	0	3.3	1	-3	6	-14	7	1.0
25	CCOc1ccc(OCC)c(S(=O)(=O)NCCCN2CCOCC2)c1	-16	-11	-0.7	-4	-4	-15	-6	11	-0.4
26	COc1ccc(N(C(C)C(=O)N/N=C/c2cc(Br)c(C)o2)S(C)(=O)=O)cc1 (stereo unspecified)	5	-5	-0.4	-1	-4	4	-11	28	1.7
27	CCOC(=O)c1c(C)[nH]c(C(=O)Cn2c(=O)oc3ccccc32)c1C	3	-6	1.2	2	0	-16	-3	19	1.1
28	CC1CCCCN1C(=O)COC(=O)c1ccc2c(c1)C(=O)N(Cc1ccco1)C2=O (stereo unspecified)	4	-13	4.0	3	-5	-19	-4	-3	3.6
29	C[N+](C)(C)CCCC(=O)c1ccc2c(c1)OCO2	-6	0	0.7	13	0	-4	-14	15	4.9
30	O=C(COc1ccc(Cl)cc1)Nc1nnc(S(=O)(=O)N2CCCCCC2)s1	15	7	6.3	25	3	-6	-6	0	0.1
31	O=C1C2CC=CCC2C(=O)N1Cc1ccccc1Cl (stereo unspecified)	-10	-3	-0.2	9	-8	-12	1	21	1.0
32	O=C(CSc1nc2ncccc2[nH]1)Nc1c(F)cc(F)cc1Br	-18	-18	0.8	0	1	-9	-2	10	2.3
33	COc1ccccc1NC(=O)c1nn(-c2cccc(C(F)(F)F)c2)ccc1=O	21	-2	-0.4	12	-5	-6	-5	11	0.9
34	O=C(/C=C/c1ccc(Cl)c([N+](=O)[O-])c1)Nc1ccc(N2CCCC2)cc1	0	8	0.6	-1	-4	-8	-9	-10	0.0
35	CNC(=O)c1[nH]cnc1C(=O)Nc1ccc(OC)cc1	0	-16	-0.3	12	-7	-15	0	11	1.7
36	Cc1cc(C)c(NC(=S)N(CCN(C)C)Cc2cccs2)c(C)c1	-7	-18	0.8	3	-3	-9	-3	11	1.3
37	COc1ccc(-c2[nH]ncc2CN2CCCN(c3ccccc3)CC2)c(F)c1	1	-5	3.6	4	-7	-19	-1	6	1.1
38	CC(C)NC(=O)NNC(=O)Cn1nnc(-c2cccc(Cl)c2Cl)n1	-4	-8	0.5	0	-2	-3	-9	19	1.2
39	Cc1ccc2nc(N3CCN(CCO)CC3)nc(-c3ccccc3)c2c1	-16	-2	5.7	13	-6	-13	-18	-7	0.1
40	C=CCn1c(SCC(=O)c2[nH]c(C)c(C(=O)OC)c2C)nc2scc(-c3ccc(OC)c(OC)c3)c2c1=O	-13	0	0.2	0	-6	-11	-3	4	0.1
41	CN(CC(=O)Nc1ccc(S(=O)(=O)N2CCCC2)cc1)Cc1ccc(Cl)cc1	11	1	2.4	4	-14	-13	-6	24	1.3
42	Cc1csc(NC(=O)c2cn3ccccc3n2)n1	4	-7	-0.9	0	-1	-8	-2	13	1.1
43	CCOC(=O)c1sc2ccccc2c1NC(=O)c1coc2ccccc2c1=O	1	19	-0.2	0	-3	-15	-2	-12	-0.2
44	CCn1c2ccccc2c2cc(CN3CCN(S(=O)(=O)Cc4ccccc4)CC3)ccc21	-23	0	4.0	7	-7	-24	-1	23	1.4
45	O=C(COC(=O)CCc1nc2ccccc2c(=O)[nH]1)Nc1c(Cl)cccc1C(F)(F)F	-12	-1	-1.0	3	-1	-6	-9	13	0.4
46	O=C(Cn1cnc2cc([N+](=O)[O-])ccc2c1=O)NC(=O)NCc1ccccc1	-2	-13	1.7	9	-2	-15	-13	18	0.8
47	COc1ccc(CN2C(=O)C(CC(=O)NCCc3ccccn3)CC(C(=O)N3CCOCC3)=C2C)cc1 (stereo unspecified)	-9	1	nt	2	-3	nt	nt	18	0.8
48	Cc1ccc(CCNC(=O)C2CCC(=O)N2Cc2ccc(F)cc2)cc1 (stereo unspecified)	-11	0	1.0	3	-3	-20	-3	4	6.7
49	c1ccc(COc2ccc(OCCCn3cncn3)cc2)cc1	4	-4	8.1	11	3	10	-18	15	5.8
50	COCCN(C(=O)COC(=O)c1ccc2ccccc2c1)c1c(N)n(Cc2ccccc2)c(=O)[nH]c1=O	-2	10	nt	0	-4	nt	nt	6	0.4
51	CCOC(=O)C(C)c1c(C(=O)c2ccc(C)nc2)c2ccccc2n1C (stereo unspecified)	-14	nt	-0.1	0	nt	-21	-2	nt	nt
52	COc1ccc(C/C(N)=N/OC(=O)c2ccco2)cc1OC	2	2	0.2	7	-4	-2	-9	2	0.5
53	C[C@H](CO)N1C[C@H](C)[C@@H](CN(C)S(C)(=O)=O)Oc2c(NC(=O)C3CC3)cccc2C1=O	-2	3	0.5	8	-6	-3	-2	-14	-0.4
54	COc1cc2c(cc1NC(=O)COC(=O)C(CCSC)NC(=O)c1ccccc1Cl)oc1ccccc12 (stereo unspecified)	23	-2	1.7	0	-8	-15	-9	19	1.6
55	COc1ccc(S(=O)(=O)NC(=O)C2(C)CCN2C(=O)C2(c3ccccc3)CC2)cc1 (stereo unspecified)	-6	0	nt	0	-4	nt	nt	-11	0.2
56	Cc1nnc(SCC(=O)N/N=C/c2cn(-c3ccccc3)nc2-c2ccc(F)cc2)n1-c1ccccc1	19	-7	-0.2	4	0	1	5	13	0.1
57	CCCCn1c(N)c(N(CCC(C)C)C(=O)c2ccc3c(c2)OCCO3)c(=O)[nH]c1=O	-7	6	0.1	0	-2	-15	-16	-3	1.1
58	CC1(C(=O)NS(=O)(=O)c2cccc(Cl)c2)CCN1C(=O)CCc1ccccc1 (stereo unspecified)	-27	-4	nt	2	-1	nt	nt	7	0.1
59	C[C@]12c3[nH]c4ccccc4c3CCN1C(=O)C(CC(=O)NCC13CC4CC(CC(C4)C1)C3)C[C@@H]2C(=O)N1CCOCC1 (stereo partly specified)	-7	-25	3.8	6	-1	-21	0	30	1.6
60	O=C(Oc1cccc2ccccc12)c1ccco1	3	-5	-1.2	15	-6	-9	3	15	0.5

Compounds were not picked by outcome; overall some 3.3% were active at least once.
